NR2E3 ag-1 = agonists of human NR2E3 nuclear receptor; Q9Y5X4; CHO-S Gal4-NCOR/VP16-NR2E3 two-hybrid, luciferase; inhibition of corepressor binding, % at 3.98 µM; 360,000 compounds, 0.35% hits; AID 602229;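 active means inhibition above the mean of all tested compounds plus 3 SD, cut at about 70% in these data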;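 further: 0% = DMSO with NR2E3 transfected cells and 100% = cells lacking NR2E3 construct; higher means lower luciferase signal from less NR2E3 corepressor binding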
Target sequence (Q9Y5X4 whole entry, looked up, the tested form may be a part): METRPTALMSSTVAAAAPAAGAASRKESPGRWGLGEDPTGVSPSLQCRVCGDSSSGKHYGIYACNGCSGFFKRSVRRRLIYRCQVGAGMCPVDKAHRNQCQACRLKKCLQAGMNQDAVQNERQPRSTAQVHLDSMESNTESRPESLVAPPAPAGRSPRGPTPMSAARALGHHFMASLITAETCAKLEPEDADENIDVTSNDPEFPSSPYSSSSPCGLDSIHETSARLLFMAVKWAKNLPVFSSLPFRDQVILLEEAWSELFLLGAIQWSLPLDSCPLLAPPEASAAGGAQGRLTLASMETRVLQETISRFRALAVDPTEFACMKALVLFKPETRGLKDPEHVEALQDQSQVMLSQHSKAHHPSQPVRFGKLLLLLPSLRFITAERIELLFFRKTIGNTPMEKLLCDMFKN
NR2E3 ag-2 = NR2E3 (human) agonism; Q9Y5X4; GST-NR2E3/biotin-RetCOR TR-FRET, 1536-well; inhibition of corepressor binding, % at 4.78 µM; 320,000 compounds, 0.12% hits; AID 2300;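 active means percent inhibition above the cutoff of mean plus 3 SD of all tested compounds, set per screening campaign, cut at about 20% in these data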;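 further: 0% = DMSO wells and 100% = biotin wells as full block of FRET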
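Material: NR2E3–RetCOR corepressor complex | Quantity: 1.35 nM GST-tagged NR2E3 final | Schedule: 5 h at 4 °C | Replication: Singlicate compound wells | Reagent: RetCOR corepressor, biotinylated, 7 nM | Controls: Biotin wells as high control, 0.6% DMSO wells as low control | Signal: TR-FRET, Eu(K)-anti-GST donor, streptavidin-D2 acceptor, ex 340, em 617/671 nm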
TRPM1 prom inh = reduces MITF-dependent TRPM1 promoter luciferase signal. SK-MEL-5 TRPM1 promoter luciferase, 24 h. inhibition, % at 12.5 µM. 330,000 compounds, 0.83% hits;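 active means mean inhibition across replicates of 60% or more, whatever share of single replicates reaches that level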; further: values of inactives mirror those of a sister screen read the other way
Shn3 3UTR inh = Schnurri-3 reporter inhibition in Clone20 osteoblasts; AID 588674; inhibition, % at 12.5 µM; 360,000 compounds, 0.52% hits; Clone20 osteoblast Shn3 3'UTR firefly luciferase, 24 h;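 active means mean inhibition of at least 75% with every replicate also reaching 75%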;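 further: 0% = median of neutral control wells and 100% = pilot-screen positive control compound; some compounds past the cut are filed as inactive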
HIF-2a inh = HIF-2a inhibition. inhibition, % at 18.8 µM. AID 624352. 786-0 RCC cells HIF-2a reporter, luciferase luminescence, overnight. 360,000 compounds, 0.72% hits;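 active means inhibition of the luminescence signal of 40% or more relative to plate controls, in a single-dose primary screen at 18.75 µM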
PDI inh = blocks human protein disulfide isomerase activity; P07237; PDI insulin aggregation turbidity, A650, 90 min; inhibition, % at 10 µM; 350,000 compounds, 0.052% hits; AID 588391;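 active means mean inhibition across replicates of 30% or more, whatever share of single replicates reach that level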;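 further: absorbance from insulin aggregation driven by PDI reduction with DTT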
Target sequence (P07237 whole entry, looked up): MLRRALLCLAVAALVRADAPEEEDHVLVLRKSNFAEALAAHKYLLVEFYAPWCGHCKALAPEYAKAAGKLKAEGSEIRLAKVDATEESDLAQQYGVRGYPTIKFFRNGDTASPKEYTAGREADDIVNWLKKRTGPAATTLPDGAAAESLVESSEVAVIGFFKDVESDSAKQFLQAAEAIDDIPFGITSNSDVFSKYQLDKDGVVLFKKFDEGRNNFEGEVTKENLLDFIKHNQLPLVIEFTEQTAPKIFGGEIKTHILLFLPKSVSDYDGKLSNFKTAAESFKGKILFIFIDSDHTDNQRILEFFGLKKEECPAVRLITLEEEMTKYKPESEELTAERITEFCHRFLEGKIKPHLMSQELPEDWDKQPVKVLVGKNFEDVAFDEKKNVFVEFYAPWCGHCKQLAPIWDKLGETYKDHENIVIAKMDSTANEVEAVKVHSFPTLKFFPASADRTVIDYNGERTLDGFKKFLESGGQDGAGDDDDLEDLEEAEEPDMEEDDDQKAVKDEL
KKLEB cytotox = reduces viability of KKLEB cystic fibrosis airway cells; KKLEB CF airway cells viability, ATPlite luminescence, overnight; active compounds read low; cells stimulated with P. aeruginosa culture filtrate; activity change (cytotoxicity), % at 5 µM; 360,000 compounds, 0.36% hits;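 active means corrected activity change at or below -50% at 5 µM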
CaV13 FRET inh = Primary screen for inhibitors of IQ motif and Ca2+-dependent inactivation inhibitor domain binding in CACNA1D, Förster resonance energy transfer in living cells, …; HEK cells, CFP/YFP FRET ICDI-IQ, plate reader, 10 min; percent FRET-ratio fall versus neutral wells; AID 743397; 340,000 compounds, 0.098% hits; inhibition, % at 12.3 µM;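 active means mean replicate inhibition of at least 30% and at least 1% of replicates passing that level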;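 further: 0% = median of the neutral control wells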
Peg3 promoter = Peg3 promoter activity inhibition | HeLa PEG-Prom luciferase reporter, luminescence, overnight | inhibition, % at 20 µM | 360,000 compounds, 1.7% hits | AID 588405;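 active means inhibition of at least 50% at 20 µM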
CF NFkB block = cystic fibrosis NF-kB activation inhibition. KKLEB NF-kB-GFP reporter, PAF-induced, GFP fluorescence overnight. inhibition, % at 5 µM. 360,000 compounds, 0.86% hits;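 active means at least 50% inhibition at 5 µM, scaled per plate between neutral and stimulator controls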;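 further: PAF is a Pseudomonas aeruginosa culture filtrate used as stimulus; plate controls were PAF-stimulated DMSO wells for no effect and unstimulated DMSO wells for full effect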
Vif inh = HIV Vif inhibition | 340,000 compounds, 0.35% hits | AID 602346 | inhibition, % at 7.49 µM | HEK293T cells, Vif self-association by quenched fluorescence, imaging, 24 h; in the data active means inhibition above about 50%, passing the limit was not always enough; further: some results filed as inactive read as strong as hits
Numbers without * were called inactive; i = inactive; · = not tested or not shown; & = joins results of further samples.

SMILES | NR2E3 ag-1 | NR2E3 ag-2 | TRPM1 prom inh | Shn3 3UTR inh | HIF-2a inh | PDI inh | KKLEB cytotox | CaV13 FRET inh | Peg3 promoter | CF NFkB block | Vif inh
Cc1ccc(S(=O)(=O)N2CCCC2C(=O)N(C)Cc2cccs2)cc1 (configuration not stated) | -7.6 | -1.7 | 11.4 | -21.2 | 10.7 | 1.0 | 20.3 | -5.1 | 10.3 | -9.8 | -13.2
O=C1c2cccc3cccc(c23)C(=O)N1c1cccnc1 | -6.5 | 4.1 | 8.8 | 3.5 | -0.2 | 5.8 | 16.5 | -8.4 | -8.6 | -15.5 | 9.8
O=C(NNC(=O)c1ccccc1O)c1ccccc1O | -8.0 | · | 3.6 | 24.2 | -141.9 | 4.8 | -31.1 | -4.6 | 23.7 | 61.7* | 12.2
COc1ccc(N2C(=O)N3[C@H](c4ccc(Cl)cc4)[C@@H]4C(=O)N(C5CCCCC5)C(=O)[C@@H]4[C@]3(C)C2=O)cc1 | -2.1 | 0.4 | -21.2 | 18.6 | 10.5 | -2.8 | 2.5 | -3.8 | 12.8 | -0.1 | -3.1
COc1ccc(/C=N/NC(=O)Cc2ccc(Cl)cc2)cc1OC | 13.2 | 3.0 | -17.8 | 4.4 | -6.7 | -4.2 | -22.8 | -5.0 | -5.7 | 15.9 | 1.4
N#C/C(=N\Nc1cccc(C(F)(F)F)c1)C(=O)c1ccsc1 | 80.0* | -1.9 | -5.8 | -3.9 | -283.5 | 10.5 | -38.6 | -5.4 | -84.5 | 38.1 | -35.5
CCn1cc(C(C)(C)C)c(C#N)c1NC(C)=O | -13.6 | -5.0 | -3.8 | -8.3 | 21.9 | 2.8 | -4.5 | · | 15.6 | 1.2 | 3.5
CN1OC[C@@H]2CN[C@H](c3ccc(-c4ccccc4)cc3)C[C@@H]21 | -51.6 | · | · | -149.2 | -221.4 | -8.8 | 4.0 | -3.8 | -201.9 | 1.6 | ·
O=C(Nc1ccccn1)c1ccc(Br)s1 | -91.1 | 5.2 | -69.0 | -118.3 | -297.2 | -2.5 | -1.7 | -5.1 | -302.2 | 8.9 | 1.8
Cc1ccc2c(c1)C1CN(C)CCC1N2S(=O)(=O)c1ccc(Oc2ccc([N+](=O)[O-])cc2)cc1 (configuration not stated) | 8.6 | -0.7 | · | -5.8 | -22.8 | · | -9.7 | -0.5 | 39.8 | 19.1 | 8.7
C=CCn1c(N)c(C(=O)Nc2ccccc2OC)sc1=S | -37.6 | 2.9 | 9.7 | 3.1 | -27.2 | 4.2 | -1.0 | -7.0 | 12.3 | -3.5 | -2.0
NC(=O)NCCCC(=O)NCC(c1ccccc1Cl)c1c[nH]c2ccccc12 (configuration not stated) | -4.1 | -0.4 | 18.3 | -1.8 | 9.7 | -5.1 | -8.0 | -19.7 | 11.4 | 8.3 | 1.3
Cc1ccc(C(=O)N/N=C\c2ccc([N+](=O)[O-])o2)cn1 | 9.7 | -3.6 | 30.7 | · | 22.1 | 7.3 | -0.1 | -5.0 | -17.5 | 4.3 | -6.4
CCOc1cc(CNc2ncnc3nc[nH]c23)ccc1OC | -15.8 | 7.7 | 1.9 | 4.7 | 10.2 | -2.9 | -2.2 | -6.4 | 0.9 | -5.9 | -14.9
CC(=O)C[C@H]1c2ccccc2S(=O)(=O)N1c1ccccc1 | 13.4 | 4.3 | 8.2 | -12.6 | -13.7 | 0.8 | -2.3 | -12.1 | 2.0 | 6.9 | -0.5
CCNC(=O)C/C(C)=N/NC(=O)C1CCCCC1 | -12.2 | 0.5 | -8.0 | -10.8 | 12.5 | -0.4 | 5.5 | -5.0 | -11.6 | -7.1 | -7.9
O=C(NCC(=O)N1CCN(C(c2ccccc2)c2ccccc2)CC1)c1ccccc1Br | 15.7 | · | · | 13.6 | 20.8 | -2.0 | 4.1 | -16.0 | 7.2 | -12.4 | ·
CC(C)(C)c1ccc(C(=O)COC(=O)CN2C(=O)NC3(CCCC3)C2=O)cc1 | -26.0 | -2.1 | -11.4 | 2.3 | -10.4 | -7.3 | -8.2 | -5.2 | 2.4 | 18.0 | 0.7
Cc1cc(C)cc(C(=O)Oc2coc(CSc3nnc(NC(=O)C4CC4)s3)cc2=O)c1 | -12.7 | 3.5 | 16.2 | -1.5 | 9.9 | 3.9 | -0.9 | -19.9 | 16.2 | -1.3 | -8.9
C/C(=N\NC(=O)CCC(=O)NCc1ccccc1)c1ccc([N+](=O)[O-])cc1 | 3.7 | · | -0.1 | 0.0 | -2.9 | -1.0 | 16.9 | -6.7 | 9.7 | -14.5 | 7.1
Cc1ccc2nc(C)c3c(c2c1)SCC3 | -11.0 | 2.5 | 14.3 | -21.4 | -8.8 | -0.5 | -1.4 | -1.5 | -1.2 | 3.6 | 5.7
Cn1cc(S(=O)(=O)Nc2cccc3ccccc23)c(=O)n(C)c1=O | -2.4 | 2.4 | 6.8 | 11.4 | 13.7 | -4.8 | -7.8 | · | 7.5 | -7.6 | 4.7
CC(NC(=O)COC(=O)CSc1ccc(F)cc1)c1ccc(F)cc1 (configuration not stated) | -13.4 | -1.6 | -4.6 | -7.6 | 22.0 | -2.4 | 12.3 | -6.9 | 10.7 | -4.1 | -0.2
CCN(CC)N=Nc1ccc(S(=O)(=O)Nc2nc(C)cc(C)n2)cc1 | -10.8&9.9 | -3.5&-1.9 | 11.1&-1.5 | 3.7&6.6 | 15.8&17.6 | 1.6&-92.7 | -8.4&2.8 | -18.2&-6.5 | -0.1&25.9 | 15.1&23.6 | 10.9&-1.7
N#CCCCc1cc2ccccc2cn1 | 4.9 | · | -10.6 | 3.5 | -20.6 | -10.3 | 8.3 | -3.1 | -36.4 | 3.3 | 1.1

More compounds.
SMILES | NR2E3 ag-1 | NR2E3 ag-2 | TRPM1 prom inh | Shn3 3UTR inh | HIF-2a inh | PDI inh | KKLEB cytotox | CaV13 FRET inh | Peg3 promoter | CF NFkB block | Vif inh
COc1ccc(S(=O)(=O)N2CCCOC2CNC(=O)C(=O)NCc2ccccn2)cc1 (configuration not stated) | -48.5 | 3.0 | 3.6 | -0.2 | -2.4 | 10.7 | 10.2 | -5.8 | 8.2 | -29.3 | -10.1
CC(=O)Nc1ccccc1C(=O)C(=O)Nc1cccc(C(=O)NCC2CCCO2)c1 (configuration not stated) | 6.5 | -0.4 | 5.0 | -2.8 | 8.5 | 7.0 | 14.9 | 1.5 | 3.7 | 0.5 | -6.4
COc1cc(/C=C/C(=O)Nc2nnc(CC(C)(C)C)s2)cc(OC)c1OC | -3.6 | -0.8 | -0.4 | 27.0 | 6.6 | 1.7 | -35.1 | -2.6 | 11.8 | 31.9 | -15.8
Cc1nc2ccccc2c2c1C(=O)N(Cc1cccnc1)C2=O | 13.4 | -1.7 | 29.8 | 14.5 | 21.6 | 7.3 | -4.9 | -3.2 | 4.0 | 19.8 | -8.6
COC(=O)[C@H](Cc1ccc(O)cc1)NC(=O)Cn1cnc2c(OCc3ccccc3)ncnc21 | -17.2 | · | -0.1 | -6.0 | 5.5 | 4.7 | 12.6 | -7.7 | 3.5 | 0.4 | ·
COc1ccc(C2NC(=S)NC3=C2CCCC3=C2SCCS2)cc1 (configuration not stated) | 10.4 | 2.7 | 84.4* | -266.9 | i | 5.7 | -27.5 | -7.2 | -129.7 | 10.9 | 56.5*
CCc1ccc(-c2cc(C(F)(F)F)n3nc(C(=O)Nc4c(C)nn(Cc5ccc(F)cc5)c4C)cc3n2)s1 | -12.8 | 0.4 | 2.4 | 33.2 | -10.3 | -21.6 | -2.6 | -5.8 | 12.4 | 13.3 | -20.5
O=C(CN1CCCc2ccccc21)Nc1cccc(S(=O)(=O)N2CCOCC2)c1 | -8.7 | · | 16.0 | 7.9 | -31.3 | -2.2 | 3.3 | · | -4.5 | -20.4 | 11.2
COCC(C)OC(=O)c1c(N)n(CC(C)C)c2nc3ccccc3nc12 (configuration not stated) | -17.9 | 0.5 | 6.0 | -7.9 | 21.6 | 5.8 | -11.5 | -2.8 | 25.0 | 35.1 | 22.4
COc1cc2c(cc1N)-c1ccc(N)cc1C2=O | -36.4 | · | · | -56.6 | -243.8 | -7.6 | 11.5 | -5.1 | -277.9 | -101.7 | 2.1
CCCCNC(=O)Nc1ccccc1CC | -35.5 | 4.0 | -5.1 | -23.1 | 14.5 | -5.1 | 24.4 | -3.8 | 19.2 | -2.5 | -4.6
CCN(Cc1ccccc1)C(=O)c1ccc(C(=O)N(CC)Cc2ccccc2)cc1 | -5.0 | -0.1 | 8.1 | 33.0 | 13.8 | 6.6 | -5.9 | -20.8 | 32.0 | -4.3 | -9.8
O=C1OC(c2cccs2)=N/C1=C\c1ccc(-c2ccccc2Cl)o1 | -5.8 | · | -14.4 | -0.9 | -20.5 | 5.2 | 3.8 | -8.1 | -21.4 | 8.5 | ·
CCOC(=O)N1CCN(C(=O)C2CCN(C(=O)c3ccc([N+](=O)[O-])cc3)CC2)CC1 | 7.5 | 0.7 | -2.8 | 3.0 | 17.2 | -4.5 | 1.6 | -6.9 | 15.8 | 1.5 | -4.1
O=C(NCCC1CCCCN1S(=O)(=O)c1ccc(F)cc1)C(=O)Nc1ccccc1 (configuration not stated) | 1.3 | -0.6 | 17.1 | -0.7 | -8.1 | -1.7 | 1.1 | -4.6 | -7.0 | 4.1 | -0.3
COc1ccc(C(=O)c2ccc(N3CCN(C4CC(=O)NC4=O)CC3)cc2)cc1F (configuration not stated) | -30.4 | -2.4 | -4.8 | 12.1 | 0.2 | -6.8 | 7.2 | -4.0 | 7.6 | -2.3 | -9.4
CN(C)c1ccc(NC(=O)c2cccc([N+](=O)[O-])c2)c2ccccc12 | -10.9 | 2.2 | 16.9 | 0.4 | 19.6 | 6.3 | -9.8 | -20.3 | 11.7 | 6.6 | -0.6
CCn1cc(SCC(=O)NCC2CCCO2)c2ccccc21 (configuration not stated) | -13.0 | 2.5 | -14.9 | -11.7 | -27.3 | · | 12.1 | -2.8 | -1.0 | -13.6 | ·
NS(=O)(=O)c1cccc(NC(=O)COC(=O)CC2Sc3ccccc3NC2=O)c1 (configuration not stated) | -22.2 | · | 2.3 | -26.0 | -63.5 | -0.1 | 20.1 | -6.4 | -25.1 | -3.3 | 28.5
CCOC(=O)Cn1cnc2c(nnn2-c2ccc(C)cc2)c1=O | -41.2 | -2.9 | -15.0 | 6.9 | -19.7 | -3.8 | 2.9 | -3.5 | 4.1 | -2.6 | 6.2

Shown as a hit in Vif inh, of those listed so far:
smiles,NR2E3 ag-1,NR2E3 ag-2,TRPM1 prom inh,Shn3 3UTR inh,HIF-2a inh,PDI inh,CaV13 FRET inh,Peg3 promoter,CF NFkB block,Vif inh
COc1ccc(C2NC(=S)NC3=C2CCCC3=C2SCCS2)cc1 (configuration not stated),10.4,2.7,84.4*,-266.9,i,5.7,-7.2,-129.7,10.9,56.5*

Source: PubChem BioAssay (several laboratories)
